GLP1R ag = qHTS of GLP-1 Receptor Agonists. Glucagon-like peptide 1 receptor (Homo sapiens), P43220. HEK293 GLP-1R CRE-luciferase, luminescence, 4-6 h; cells express a hypersensitive GLP-1R form. Potency, µM (titrated, usually from 45.6 µM), for inactives: top-dose activation, actives largely listed as activators. actives 0.007% (n = 380,000); further: potency means the concentration at half of the fitted maximal effect; % of control where 0% means no effect
Target sequence (P43220 whole entry, looked up): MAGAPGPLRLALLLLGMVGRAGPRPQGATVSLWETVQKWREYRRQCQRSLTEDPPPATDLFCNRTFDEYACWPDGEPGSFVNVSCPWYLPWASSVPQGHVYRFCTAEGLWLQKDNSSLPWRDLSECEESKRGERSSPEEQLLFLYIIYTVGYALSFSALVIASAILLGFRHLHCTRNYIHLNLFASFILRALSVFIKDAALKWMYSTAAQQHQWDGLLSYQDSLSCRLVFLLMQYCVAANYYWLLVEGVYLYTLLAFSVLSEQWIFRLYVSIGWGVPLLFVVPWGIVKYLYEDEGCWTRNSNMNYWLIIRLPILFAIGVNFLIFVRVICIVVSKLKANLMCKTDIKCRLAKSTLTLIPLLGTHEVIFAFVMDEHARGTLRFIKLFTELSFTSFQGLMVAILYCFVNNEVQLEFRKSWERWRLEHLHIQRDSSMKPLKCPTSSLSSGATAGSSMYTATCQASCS
PTHR1 agonist = qHTS for PTHR1 Agonists: Primary Screen; Parathyroid hormone/parathyroid hormone-related peptide receptor (Homo sapiens), Q03431; HEK293 GP2 PTHR1 cells, GloSensor cAMP luminescence, 1 h; Potency, µM (series often up to 115 µM), inactives show at the highest dose activation, hits mostly activators; actives 0.075% (n = 410,000); further: potency means the concentration at half of the fitted maximal effect; nearly all actives have a fitted effect of over 55% in size; some results filed as inactive show a strong effect at the top dose; inactives centre near -15; many of its hits are not listed in these tables
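HEK-293-derived GP2 cells expressing PTHR1 and a GloSensor cAMP reporter, 3,000/well, plated overnight, given luciferin plus IBMX (each 0.5 mM as added) for 1 h at 37 °C, then compound for 1 h at 37 °C. Luminescence was read after 15 min at room temperature.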
PI5P4K alpha inh = qHTS for Inhibitors of phosphatidylinositol 5-phosphate 4-kinase (PI5P4K); Phosphatidylinositol 5-phosphate 4-kinase type-2 alpha (Homo sapiens), P48426; PI5P4Kalpha enzyme, ADP-Glo luminescence, 60 min; stronger effect = lower value; max response, %; actives 1.2% (n = 330,000); AID 652105, 2013; active means max response of -50% or lower; inconclusive means between -30% and -50%; inactive means -30% or higher; further: value at the top dose of about 77 µM; on the % scale 0 is the no-effect control and ±100 the full control effect
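Controls without substrate or without enzyme flank wells where PI5P4Kalpha converts substrate using 5 microM ATP (final). Incubation lasts 60 minutes at room temperature; ADP formed is read by ADP-Glo luminescence.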
PLK1 PBD inh = qHTS for Inhibitors of PLK1-PDB (polo-like kinase 1 - polo-box domain): Primary Screen; Potency, µM, inactives show max response, negative = inhibition, actives largely listed as inhibitors; Plk1 PBD binding of FITC phosphopeptide, fluorescence polarization; AID 720504, 2013; Serine/threonine-protein kinase PLK1 (Homo sapiens), P53350; actives 2.8% (n = 360,000); further: potency means the concentration at half of the fitted maximal effect; series mostly up to about 57 µM; on the % scale 0 is the no-effect control and ±100 the full control effect; nearly all actives have a fitted effect of over 65% in size
Target sequence (P53350 whole entry, looked up, the tested form may be a part): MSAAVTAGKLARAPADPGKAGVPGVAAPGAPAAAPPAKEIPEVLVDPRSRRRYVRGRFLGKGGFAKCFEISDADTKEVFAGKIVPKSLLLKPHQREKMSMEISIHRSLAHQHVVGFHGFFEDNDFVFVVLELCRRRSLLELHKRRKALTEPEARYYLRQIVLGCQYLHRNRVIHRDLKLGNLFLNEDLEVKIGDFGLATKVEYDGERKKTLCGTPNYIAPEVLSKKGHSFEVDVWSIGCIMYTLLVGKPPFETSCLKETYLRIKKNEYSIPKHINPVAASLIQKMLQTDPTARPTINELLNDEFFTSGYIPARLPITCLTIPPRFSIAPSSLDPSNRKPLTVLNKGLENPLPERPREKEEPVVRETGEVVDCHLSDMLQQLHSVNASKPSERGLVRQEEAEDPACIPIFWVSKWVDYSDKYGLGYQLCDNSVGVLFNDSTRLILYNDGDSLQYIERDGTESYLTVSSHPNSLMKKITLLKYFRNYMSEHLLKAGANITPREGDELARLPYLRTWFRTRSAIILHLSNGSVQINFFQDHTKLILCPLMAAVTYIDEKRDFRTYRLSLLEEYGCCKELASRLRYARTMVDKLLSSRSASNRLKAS
GLP-1R inv ag = qHTS of GLP-1 Receptor Inverse Agonists (Inhibition Mode); Glucagon-like peptide 1 receptor (Homo sapiens), P43220; AID 624417, 2012; actives 1.6% (n = 410,000); HEK293 GLP-1R CRE-luciferase, luminescence, 24 h; GLP-1R form is constitutively active; Potency, µM (series often up to 38.3 µM), inactives show at the highest dose activity change, negative = inhibition, most hits filed as inhibitors; further: potency means the concentration at half of the fitted maximal effect; on the % scale 0 is the no-effect control and ±100 the full control effect; nearly all actives have a fitted effect of over 55% in size
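Luminescence readout: a drop in cAMP-driven luciferase signal flags inverse agonism at a constitutively active GLP-1R stably expressed in HEK293. Compound exposure lasted 24 hr at 37 deg C, 5% CO2.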
EPAC1 antagonist = qHTS for Antagonist of cAMP-regulated guanine nucleotide exchange factor 3 (EPAC1): primary screen | Potency, µM (series often up to 115 µM), for inactives: top-dose activity change, negative = inhibition, usual class: inhibitors | EPAC1 GEF assay, Rap1b-BODIPY-GDP exchange fluorescence | Rap guanine nucleotide exchange factor 3 (Homo sapiens), O95398 | actives 0.14% (n = 360,000);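 further: potency means the concentration at half of the fitted maximal effect; plate controls were vehicle for no effect and positive control for full effect; nearly all actives have a fitted effect of over 50% in size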
IL2 activator = qHTS of IL-2 Activators; IL-2 activation reporter assay, cell-based qHTS; stimulated with anti-CD3/CD4/CD28 beads; in transgenic mouse T cells; activation, % (series mostly up to about 46 µM); actives 0.065% (n = 360,000); in the data active means activation above about 50%; inconclusive means mostly about 30% to 49%; further: 0% is about no effect
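Unstimulated transgenic mouse T cells preincubated 60 min with compound, then stimulated with anti-CD3/anti-CD4-coated beads plus anti-CD28 for 18 h at 37 degrees C. IL-2 response read as EGFP and DsRed fluorescence by plate cytometry.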
GLP1R cytotox = qHTS of GLP-1 Receptor Inverse Agonists: Cytotox Screen; HEK293 cAMP-luciferase reporter cells, luminescence, 24 h; Potency, µM (titrated, usually from 38.3 µM), inactives show at the highest dose activity change, negative = inhibition, actives largely listed as inhibitors; actives 0.13% (n = 410,000); AID 624418, 2012;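 further: loss of luciferase light is scored as toxicity; potency means the concentration at half of the fitted maximal effect; on the % scale 0 is the no-effect control and ±100 the full control effect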
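MLSMR compounds, 24 hr on cells at 37 deg C/5% CO2; luminescence after luciferase reagent (12 min RT). Inhibition counted as the undesired cytotoxic outcome.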
EPAC1 ag = qHTS for Agonist of cAMP-regulated guanine nucleotide exchange factor 3 (EPAC1): primary screen; EPAC1 agonist qHTS, biochemical assay; response scale: 100% = response to 6.5 mM cAMP; Potency, µM (series often up to 154 µM), for inactives: top-dose activation, hits mostly activators; actives 0.073% (n = 360,000); AID 720707, 2013; further: potency means the concentration at half of the fitted maximal effect; nearly all actives have a fitted effect of over 60% in size
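EPAC1 100 nM, Rap1B–BODIPY-GDP 250 nM, unlabeled GDP 50 uM; compound titration; 5 min RT; kinetic read ex480/em540 at 5-min intervals ×30 min; data normalized to 6.5 mM cAMP agonist control.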
The depositor's hits bear a star; i = inactive; ? = inconclusive; nt = not tested or not shown; [ ] = dose if it differs, or a comment. Unless noted, the call rests on the fitted dose curve; in most records, active means well fitted curve in the direction sought with a large enough effect; inconclusive means small, poorly fitted or top-dose-only effect, or another doubt; inactive means no such curve, though single readings can be large; an effect the other way counts as inactive or inconclusive. These rows are one share of the data. The share of hits here may be higher or lower than overall.

SMILES | GLP1R ag | PTHR1 agonist | PI5P4K alpha inh | PLK1 PBD inh | GLP-1R inv ag | EPAC1 antagonist | IL2 activator | GLP1R cytotox | EPAC1 ag
Cn1ccnc1SCC(=O)Nc1nc2c(F)c(F)c(F)cc2s1 | -4% | -19% | -2 | -2% | 17% | -1% | 1.3 | -9% | 13%
NS(=O)(=O)c1ccc(NNC(=O)c2ccc(F)cc2F)cc1 | -6% | i | -4 | -20% | ? | -13% | -0.3 | 4% | 9%
CCOc1ccc(S(=O)(=O)N(CC(=O)Nc2ccc(OC)c(Cl)c2)c2ccccc2)cc1 | -1% | -38%[inhibitor] | nt | nt | 9% | nt | nt | 4% | nt
CCC(=O)c1ccc(OCC(=O)Nc2cc(S(=O)(=O)N3CCCCC3)ccc2OC)cc1 | 8% | -27% | -1 | 4% | 0% | 6% | -1.1 | -12% | -5%
Cc1ccccc1Nc1nc(N)nc(CSc2nnnn2-c2ccccc2)n1 | 23% | -2%[57.5 µM] | nt | -4% | 72%[activator] | -3% | -0.3 | 0% | 11%
COC(=O)c1ccc(SCC(=O)NC2CCCCC2)c([N+](=O)[O-])c1 | 4% | -20% | 1 | -9% | 3% | 2% | -2.9 | 1% | -1%
Cc1ccc(NS(=O)(=O)c2ccc3c(c2)oc(=O)n3C)cc1C | 11% | -24% | -2 | 2% | 6% | 4% | -3.1 | 4% | 2%
O=C(CSc1nnc(CNc2cccc(C(F)(F)F)c2)n1Cc1ccco1)NCc1ccco1 | -4% | i | -16 | 30µM* | ? | -12% | 0.4 | -22% | -16%
COc1cc(NC(=S)N2CCN(C)CC2)cc(OC)c1 | -3% | i | -4 | -10% | 0% | -1% | -2.4 | -18% | 11%
Cc1ccc(NC(=O)CNC(=O)CN2C(=O)c3ccccc3C2=O)cc1 | 4% | -1% | 0 | -3% | 21% | -2% | 0.5 | -1% | -19%
COc1ccc(C(=O)c2cn(-c3cccc(Br)c3)nc2C(C)=O)cc1 | 7% | i | 3 | 3% | 2% | 9% | -2.0 | -3% | -1%
CSC1=N/C(=C\c2cccc(F)c2)C(=O)S1 | -9% | i | 2 | -1% | -30% | -18% | -1.5 | 3% | 11%
CCOC(=O)c1ccc(S(=O)(=O)Nc2ccccc2-c2nnn(CC)n2)cc1 | 3% | -46%[inhibitor] | -2 | 2% | ? | -5% | 0.1 | -16% | -5%
Cc1cc(OC(=O)C(C)(C)C)c([N+](=O)[O-])c(=O)[nH]1 | -1% | i | -4 | -6% | 4% | 22% | -2.4 | -5% | -8%
CC(C)CNC(=O)c1cc([N+](=O)[O-])ccc1N1CCCCC1 | 2% | -18% | -1 | -4% | -5% | -4% | 0.7 | -25% | -11%
Nc1cccc(O)c1 | -8% | i | 3 | -10% | 1% | 10% | 0.0 | 5% | -21%
O=C1CCN(CCCc2ccccc2)CCN1CCO | -4% | -15% | -7 | 1% | 11% | 25% | -0.2 | 9% | -2%
CCCCCCc1nc(C(N)=O)c2[nH]c(=O)n(-c3ccccc3F)c2n1 | -3% | -8% | -12 | -22% | 12% | -27% | 0.3 | 1% | -5%
CCN(C(=O)CSc1nnc(C)n1-c1ccc(C)cc1)c1c(N)n(Cc2ccccc2)c(=O)[nH]c1=O | 5% | i | 0 | 7% | 3% | -10% | -0.2 | -11% | -8%
CN1C(C(=O)Nc2ccccn2)=C(O)c2ccccc2S1(=O)=O | 0% | 4% | -1 | -16% | 8% | -2% | 0.8 | -7% | -18%

Three structures from above, sorted by number of heavy atoms, low to high.
SMILES | GLP1R ag | PTHR1 agonist | PI5P4K alpha inh | PLK1 PBD inh | GLP-1R inv ag | EPAC1 antagonist | IL2 activator | GLP1R cytotox | EPAC1 ag
Cc1cc(OC(=O)C(C)(C)C)c([N+](=O)[O-])c(=O)[nH]1 | -1% | i | -4 | -6% | 4% | 22% | -2.4 | -5% | -8%
NS(=O)(=O)c1ccc(NNC(=O)c2ccc(F)cc2F)cc1 | -6% | i | -4 | -20% | ? | -13% | -0.3 | 4% | 9%
CCC(=O)c1ccc(OCC(=O)Nc2cc(S(=O)(=O)N3CCCCC3)ccc2OC)cc1 | 8% | -27% | -1 | 4% | 0% | 6% | -1.1 | -12% | -5%

Carrying on.
SMILES | GLP1R ag | PTHR1 agonist | PI5P4K alpha inh | PLK1 PBD inh | GLP-1R inv ag | EPAC1 antagonist | IL2 activator | GLP1R cytotox | EPAC1 ag
N#Cc1ccccc1NC(=O)C(=O)NCC1CCCN1S(=O)(=O)c1cccs1 (configuration not stated) | -2% | i | -9 | -3% | 5% | 2% | -2.9 | 10% | -3%
CCOC(=O)N1CCC(N2Cc3cccc(C(=O)Nc4ccc(S(=O)(=O)N(CC)CC)cc4)c3C2=O)CC1 | 1% | -3% | ? | -14% | 10% | -6% | -2.1 | 2% | 7%
Cc1ccc(S(=O)(=O)N(C)C[C@H]2OCCCC[C@H](C)Oc3ccc(NC(=O)Nc4cccc5ccccc45)cc3C(=O)N([C@@H](C)CO)C[C@H]2C)cc1 | 1% | -19% | -5 | -2% | -1% | -6% | -2.2 | 3% | -9%
COc1ccc(Cl)cc1-c1noc([C@@H]2O[C@H](CO)[C@H](O)[C@H](O)[C@H]2O)n1 | -2% | -5% | -2 | -9% | 15% | -8% | -0.1 | -4% | 0%
COC(=O)c1ccc2nc(-c3cccc(Br)c3)c(Cc3ccsc3)n2c1 | -3% | -28% | 4 | -2% | ? | 2% | -0.6 | -2% | -1%
CCCn1cnc2c(SCCc3ccccc3)nc(N)nc21 | 36% | i | -6 | 0% | 80%[activator] | -2% | 0.6 | 6% | 5%
CC(C(=O)N(C)C)N1c2cccc3cccc(c23)S1(=O)=O (configuration not stated) | 7% | -8% | 0 | -4% | 0% | -22% | 1.4 | -23% | 6%
COc1cc(-c2nnc(-c3cccs3)o2)cc(OC)c1OC | 12% | i | -2 | -2% | 22% | 5% | 0.1 | -4% | 8%
Cn1cc(CNCc2ccc(-n3cccn3)cc2)c(-c2ccccc2F)n1 | 8% | -21% | -1 | -5% | -1%[7.66 µM] | -11% | 0.2 | 13%[7.66 µM] | 2%
CCCCn1c(N)c(N(CCC(C)C)C(=O)c2ccc(-c3ccc([N+](=O)[O-])cc3)o2)c(=O)[nH]c1=O | -4% | 2% | -8 | 4% | 22% | -3% | -0.6 | -5% | -19%
Cc1cc[n+](C(C)C(=O)c2ccc(Cl)cc2)cc1 (configuration not stated) | 3% | 14% | 2 | -12% | -10% | -7% | -0.2 | -2% | -5%
C/C(Cl)=C\Cn1c(O)c(N=NC(N)=S)c2ccccc21 | ? | -7% | -7 | -4% | ? | -18% | 0.3 | 1.6µM* | -3%
Cc1ccc(CNC(=O)C2CC(c3cc(C(F)(F)F)cc(C(F)(F)F)c3)=NO2)o1 (configuration not stated) | -8% | -4% | -22 | -11% | ? | ? | 0.1 | -25% | -42%[inhibitor]
Cc1c(N=C2NN=C(c3c[nH]c4ccccc34)CS2)c(=O)n(-c2ccccc2)n1C | -1% | 22% | ? | ? | 11% | 5% | 8.7 | -9% | 9%
CC(Oc1ccc(Cl)cc1Cl)C(=O)Nc1cccnc1 (configuration not stated) | 3% | -3%[57.5 µM] | 10 | -7% | ? | -2% | 1.6 | -7% | -4%
Cc1ccc(NS(=O)(=O)c2ccc(OCC(=O)NCc3cccnc3)cc2)cc1 | 5% | -34%[inhibitor] | 1 | 0% | -25% | -5% | 1.0 | -8% | -22%
N#Cc1c(Nc2ccccc2)sc(C(=O)c2ccccc2)c1N | 17% | -15%[57.5 µM] | -24 | -16% | 14% | 3% | -0.7 | 11% | 3%
CN1C(=O)C2(Oc3ccccc3C3CC(c4ccccc4)=NN32)c2ccccc21 (configuration not stated) | 0% | i | 1 | -18% | ? | 13% | -0.9 | -18% | -8%
CCSc1nc2n(n1)C(c1cccc(F)c1)C1=C(CCCC1=O)N2 (configuration not stated) | -5% | i | nt | -1% | -2% | 3% | -2.0 | 3% | 4%
CCN(CC)S(=O)(=O)c1cc(NC(=O)CSc2nc3c(cc2C#N)C(=O)CC(C)(C)C3)ccc1C | 1% | -8% | 4 | -2% | 14% | -16% | -1.7 | 8% | -9%
CCOCCc1nnc(NC(=O)Cc2c(F)cccc2Cl)s1 | 12% | -4% | 2 | -15% | 0% | -9% | -1.3 | -7% | -1%

Single records, from the list above. Order of values: GLP1R ag | PTHR1 agonist | PI5P4K alpha inh | PLK1 PBD inh | GLP-1R inv ag | EPAC1 antagonist | IL2 activator | GLP1R cytotox | EPAC1 ag
Cc1ccc(S(=O)(=O)N(C)C[C@H]2OCCCC[C@H](C)Oc3ccc(NC(=O)Nc4cccc5ccccc45)cc3C(=O)N([C@@H](C)CO)C[C@H]2C)cc1 as listed: 1% | -19% | -5 | -2% | -1% | -6% | -2.2 | 3% | -9%
CCN(CC)S(=O)(=O)c1cc(NC(=O)CSc2nc3c(cc2C#N)C(=O)CC(C)(C)C3)ccc1C as listed: 1% | -8% | 4 | -2% | 14% | -16% | -1.7 | 8% | -9%
Cc1ccc(NS(=O)(=O)c2ccc(OCC(=O)NCc3cccnc3)cc2)cc1 as listed: 5% | -34%[inhibitor] | 1 | 0% | -25% | -5% | 1.0 | -8% | -22%
Cc1ccc(CNC(=O)C2CC(c3cc(C(F)(F)F)cc(C(F)(F)F)c3)=NO2)o1 (configuration not stated) as listed: -8% | -4% | -22 | -11% | ? | ? | 0.1 | -25% | -42%[inhibitor]
CCOCCc1nnc(NC(=O)Cc2c(F)cccc2Cl)s1 as listed: 12% | -4% | 2 | -15% | 0% | -9% | -1.3 | -7% | -1%

Compound activity deposited in PubChem BioAssay by National Center for Advancing Translational Sciences (NCATS).
